CR mimetic SO: caloric restriction mimetics inhibiting age-related superoxide in yeast | superoxide response (% of plate mean), % at 10 µM | AID 2690 | hit rate 0.18% among 330,000 | S. cerevisiae aged cells, superoxide DHE fluorescence; hits give low values;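 active = superoxide response under a set limit, about three screen SD below normal, cut at about 65% in these data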;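 also: yeast aged for seven days with compound at 30 °C before DHE staining; 100% = average MFI of all compound-treated wells on the plate with controls excluded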
AGP1 TOR yeast: modulators of TOR pathway AGP1-GFP in S. cerevisiae; S. cerevisiae AGP1-GFP multiplex flow cytometry, 3 h; GFP as percent of DMSO wells; GFP response vs DMSO, % at 10 µM; hit rate 0.02% among 320,000;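 active = GFP response relative to DMSO above a set limit, near screen average plus 3 SD, cut at about 150% in these data; inconclusive = fewer than 70 cells counted for the yeast strain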;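 also: median GFP channel fluorescence of the gated AGP1 strain per well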
GRK2 inh: blocks RNA aptamer binding to human GRK2. P25098. bead flow cytometry, FAM-aptamer displacement from GRK2. inhibition of aptamer binding, % at 10 µM. hit rate 0.59% among 330,000;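 active = inhibition of aptamer binding above 40%, roughly 3 SD of noise, on plates passing a quality check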;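 also: median bead fluorescence of bound FAM aptamer so fluorescent compounds give negative values; no value below 0 was filed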
VLA-4 inh: inhibition in a human VLA-4 binding assay | inhibition, % (about 7 µM as worked out from the volumes in the protocol) | VLA-4 expressing cells, ligand binding flow cytometry | AID 2557 | hit rate 0.2% among 330,000 | P13612; in the data active = inhibition above about 50%
BCLXL inh: blocks human Bcl-xL binding to Bim BH3 peptide. Q07817. GST-Bcl-xL / FITC-Bim BH3 peptide fluorescence polarization. inhibition, % at 10.9 µM. hit rate 0.7% among 320,000. AID 2129;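 active = inhibition above the mean of all tested compounds plus 3 SD, cutoff set per campaign, cut at about 30% in these data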;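 also: 0% = DMSO wells and 100% = unlabeled Bim-BH3 peptide competitor; inhibitors lower millipolarization by displacing the labeled peptide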
Target sequence (Q07817 whole entry, looked up): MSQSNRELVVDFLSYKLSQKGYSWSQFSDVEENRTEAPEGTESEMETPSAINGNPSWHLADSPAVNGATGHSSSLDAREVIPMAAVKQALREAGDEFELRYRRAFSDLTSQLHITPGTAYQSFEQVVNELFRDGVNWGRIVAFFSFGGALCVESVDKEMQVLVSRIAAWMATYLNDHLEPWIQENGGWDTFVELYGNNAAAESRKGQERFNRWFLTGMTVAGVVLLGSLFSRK
MCL1 BIM primary: inhibitors of human MCL1 binding to BIM-BH3 peptide; GST-MCL1 / FITC-Bim-BH3 fluorescence polarization; inhibition, % at 10.9 µM; hit rate 0.68% among 320,000; AID 2057;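 active = inhibition above the mean inhibition of all tested compounds plus 3 SD, set per campaign, cut at about 40% in these data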;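 also: 0% = DMSO wells and 100% = unlabeled Bim-BH3 peptide control; higher means more loss of mP so more displacement of Bim peptide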
Target sequence (Q07820 whole entry, looked up): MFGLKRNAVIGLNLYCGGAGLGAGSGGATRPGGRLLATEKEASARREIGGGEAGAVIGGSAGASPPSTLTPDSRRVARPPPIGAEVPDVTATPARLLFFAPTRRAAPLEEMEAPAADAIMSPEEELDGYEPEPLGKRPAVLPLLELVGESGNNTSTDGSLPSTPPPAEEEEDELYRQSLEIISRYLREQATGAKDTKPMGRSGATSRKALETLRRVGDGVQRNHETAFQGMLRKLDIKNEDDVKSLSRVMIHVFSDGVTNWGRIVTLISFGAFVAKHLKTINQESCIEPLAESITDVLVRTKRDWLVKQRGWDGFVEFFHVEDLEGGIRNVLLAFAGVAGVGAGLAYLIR
CIT2 TOR yeast: yeast TOR pathway CIT2-GFP modulation | S. cerevisiae CIT2-GFP strain, flow cytometry, 3 h; 100 means same as DMSO wells | AID 2029 | GFP response vs DMSO, % at 10 µM | hit rate 0.065% among 320,000;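 active = GFP response relative to DMSO above a set limit, near the screen mean plus 3 SD, cut at about 150% in these data; inconclusive = Fewer than 70 cells measured for a yeast strain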;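 also: ratio of well median GFP fluorescence to mean of DMSO wells on the plate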
MEX-5 binding: C. elegans MEX-5 TCR-2 RNA binding activity. Q9XUB2. MEX-5/FITC-TCR2 RNA binding, fluorescence polarization; hits give low values. activity score (negative = inhibition of binding), % at 10 µM. hit rate 0.38% among 300,000;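 active = inhibition past about -25% in most replicates, and total fluorescence under double the plate's negative control median, limit read from the data; inconclusive = replicates evenly split on the limit, or fluorescence at least double controls; inactive = too little inhibition in most replicates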;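 also: 0% = DMSO and -100% = 5 µM competing unlabeled TCR2 RNA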
GLD-1 RNA inh: GLD-1-TGE RNA interaction inhibition (C. elegans); Q17339; purified GLD-1 + fluorescein TGE RNA, fluorescence polarization; inhibition, % at 5.96 µM; hit rate 0.44% among 320,000;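 active = percent inhibition above a per-plate cutoff, the plate mean of test compounds plus 3 SD, cut at about 30% in these data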;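 also: 0% = DMSO wells with GLD-1 and probe and 100% = wells lacking GLD-1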
Target sequence (Q17339 whole entry, looked up): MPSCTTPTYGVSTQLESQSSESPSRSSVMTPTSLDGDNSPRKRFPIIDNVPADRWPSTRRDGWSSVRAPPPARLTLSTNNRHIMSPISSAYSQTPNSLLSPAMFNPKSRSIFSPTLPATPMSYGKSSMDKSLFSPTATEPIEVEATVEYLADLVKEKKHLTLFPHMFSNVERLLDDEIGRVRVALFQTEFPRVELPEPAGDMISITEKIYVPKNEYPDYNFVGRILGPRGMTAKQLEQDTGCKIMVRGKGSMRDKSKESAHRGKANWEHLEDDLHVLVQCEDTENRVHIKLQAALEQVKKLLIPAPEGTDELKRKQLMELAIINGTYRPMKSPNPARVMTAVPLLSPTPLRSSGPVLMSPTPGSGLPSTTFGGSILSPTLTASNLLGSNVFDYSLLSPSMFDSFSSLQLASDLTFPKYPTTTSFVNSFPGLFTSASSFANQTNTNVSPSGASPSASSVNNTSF
An asterisk follows results filed as active; u = inconclusive; x = not tested or not shown.

Structure	CR mimetic SO	AGP1 TOR yeast	GRK2 inh	VLA-4 inh	BCLXL inh	MCL1 BIM primary	CIT2 TOR yeast	MEX-5 binding	GLD-1 RNA inh
C=CC(=O)NC(NC(=O)C=C)c1ccc(Br)cc1	101	90	0	-6	5	4	x	-2.0	8
Cc1cc(C)n(-c2ccc(F)cc2CN2CCN(Cc3ccccc3)C(CCO)C2)n1 (centres undefined)	102	99	3	6	3	1	98	-1.3	3
CN(Cc1ccccc1)C(=O)COC(=O)COc1ccc(C#N)cc1	x	101	0	-20	-2	1	113	-1.7	4
Cc1ccc2c(c1)C1CN(C)CCC1N2C(=O)c1ccc(Cl)c(S(=O)(=O)N2CCOCC2)c1 (centres undefined)	115	111	1	22	5	0	112	0.4	5
COC(=O)c1cc(S(=O)(=O)NCC2CCN(CCc3cccs3)CC2)cn1C	110	100	0	6	5	7	94	-0.5	-2
Cc1nn(CCc2n[nH]c(=S)n2-c2cccc(Cl)c2)c(C)c1[N+](=O)[O-]	93	103	0	-4	-3	0	94	0.6	6
Cc1cc2c(c(=O)n1CCCn1ccnc1)C(c1ccco1)C(C#N)=C(N)O2 (centres undefined)	95	90	2	21	-2	-2	x	7.0	6
COCCn1c(C)cc(C(=O)COC(=O)CCS(=O)(=O)c2ccc(C)cc2)c1C	98	103	2	-4	1	2	104	0.8	2
CCCCCN(C(=O)NC(=O)NC(C)CC)S(C)(=O)=O (centres undefined)	91	99	2	-10	2	7	96	-0.8	6
CCCc1cc(=O)oc2cc(OCC(=O)NCCCN3CCOCC3)c(Cl)cc12	124	97	2	8	7	5	95	x	3
CC(=O)c1c(C)[nH]c(C(=O)OCc2ccc(Br)cc2)c1C	113	94	0	1	-5	-6	86	0.3	-2
CC(=O)N1c2ccc(S(=O)(=O)NCC3CCC(C(=O)Nc4ncccc4C)CC3)cc2CC1C (centres undefined)	103	111	0	6	6	7	108	-3.1	-6
CCC(=O)Nc1ccc2c(c1)nc(CCNC(=O)c1ccco1)n2C	95	100	2	13	9	5	101	-0.7	6
Cc1ccc(-c2nc3ccccc3o2)cc1NC(=O)Cc1cccs1	111	100	0	23	2	-2	98	-1.4	-6
Cc1cccc(N(C)S(=O)(=O)c2cccc3nsnc23)c1	84	99	1	-9	8	6	92	0.0	-4
N#C/C(=C/c1ccc(O)c(O)c1)c1nc2ccccc2[nH]1	110	93	0	-155	-13	-17	101	u	-49
Cc1ccc(-n2nnnc2-c2cnn(-c3cccc(F)c3)c2C(F)(F)F)cc1	92	105	0	3	2	5	106	1.1	1
CCn1c(SCC(N)=O)nc2cc(S(=O)(=O)N3CCOCC3)ccc21	94	105	2	18	0	-2	102	0.9	6
CN(CCOc1ccccc1)C(=O)CCc1nc2sc3c(c2c(=O)[nH]1)CCCC3	97	102	0	0	3	10	99	1.2	-13
COc1cccc(NC(=S)Nc2ccc(F)cc2)c1	95	99	0	0	2	11	101	2.4	-4
Cc1ccc(CNC(=O)CCn2cc(-c3ccc(C)cc3)nc2-c2ccncc2)cc1	104	87	0	16	3	5	70	0.5	1
COCCN1CN(S(=O)(=O)c2ccccc2)c2nc3ccccc3nc21	99	99	0	19	62*	55*	100	1.7	59*
CC(C)CSc1ncnc2c1oc1nc3c(cc12)COC(C)(C)C3	95	94	1	6	0	1	106	-4.7	4
C#CCOCCOCCOCCNc1nc(N2CCN(C(=O)Cn3cc(CC(C)O)nn3)CC2)nc(N2CCN(C(=O)Cn3cc(CC(C)O)nn3)CC2)n1 (centres undefined)	103	100	1	-4	6	4	95	-2.0	-2
O=C(COc1ccc(S(=O)(=O)N2CCCCC2)cc1)NCc1ccncc1	95	104	1	-2	8	3	103	-1.0	2
Cc1cc(-c2cc(C(=O)NC3CCCC3)on2)nc(NC2CCCC2)n1	85	82	5	9	-1	-9	86	-2.7	1
O=C(NC(=S)N1CCOCC1)C12CC3CCC(CC(C3)C1)C2	108	100	1	10	1	2	99	-0.8	3
COc1ccc(OC)c(C2C(C#N)=C(N)Oc3c2c(C)nn3-c2cccc(Cl)c2)c1 (centres undefined)	86	104	1	0	7	5	x	-1.9	3
CC(NC(=O)C1CCN(S(=O)(=O)c2ccc3nc4c(c(C(=O)O)c3c2)CCCC4)CC1)c1ccccc1 (centres undefined)	147	102	0	7	9	8	100	0.2	2
CC1CCC/C(=N/Nc2ccc([N+](=O)[O-])cc2[N+](=O)[O-])C1 (centres undefined)	99	31	1	-6	5	4	106	-1.0	-2

Molecules listed so far containing an aryl methoxy group, in the order listed:
Structure	CR mimetic SO	AGP1 TOR yeast	GRK2 inh	VLA-4 inh	BCLXL inh	MCL1 BIM primary	CIT2 TOR yeast	MEX-5 binding	GLD-1 RNA inh
COc1cccc(NC(=S)Nc2ccc(F)cc2)c1	95	99	0	0	2	11	101	2.4	-4
COc1ccc(OC)c(C2C(C#N)=C(N)Oc3c2c(C)nn3-c2cccc(Cl)c2)c1 (centres undefined)	86	104	1	0	7	5	x	-1.9	3

The listing continues.
Structure	CR mimetic SO	AGP1 TOR yeast	GRK2 inh	VLA-4 inh	BCLXL inh	MCL1 BIM primary	CIT2 TOR yeast	MEX-5 binding	GLD-1 RNA inh
CCCc1nc2cc(CC(=O)OC)ccc2o1	80	101	3	72*	-2	-10	92	1.9	3
O=C(NCc1ccccc1F)c1ccc2c(c1)OCCO2	105	106	1	13	1	5	102	-0.3	-11
COC(=O)c1oc2ccccc2c1NC(=O)/C=C/C(=O)O	102	98	0	8	4	-2	96	1.8	9
Cc1ccc(-c2nc3cc(C)ccc3o2)cc1	92	103	0	5	5	5	99	0.3	7
O=C(CSc1nc2c(cnn2-c2cccc(Cl)c2)c(=O)[nH]1)NCCC1=CCCCC1	61*	94	0	-5	2	7	94	x	-3
O=C(O)c1ccc(N/N=C/c2cc3c(cc2[N+](=O)[O-])OCO3)cc1	94	93	3	-3	6	11	92	-0.2	3
Cc1ccccc1C(=O)Nc1c(-c2cccs2)c(=O)c2ccccc2n1C	94	105	0	6	3	1	93	-1.4	-7
O=C1OCCC1S(=O)(=O)c1ccc2ccccc2c1 (centres undefined)	89	107	1	1	1	0	104	-2.6	-6
CCCCn1c(N)c(N(CCOC)C(=O)c2cc(Cl)nc3ccccc23)c(=O)[nH]c1=O	107	109	1	4	-4	-5	102	-0.4	6
Cc1nn(Cc2ccc(Cl)cc2)c(C)c1NC(=O)CSc1n[nH]c(C)c1[N+](=O)[O-]	94	101	4	-13	8	10	100	-1.6	6
O=C(CN1C(=O)C2(OCCO2)c2ccccc21)c1ccc(Cl)cc1	97	106	0	10	-1	-5	88	1.0	3
O=C(NCc1ccc(F)cc1)C(c1ccc(F)cc1)N(C(=O)c1csnn1)C1CC1 (centres undefined)	110	89	0	-13	6	3	94	-2.9	6
O=C(NCC1CCCO1)c1cc(-c2ccccc2)on1 (centres undefined)	94	82	0	-7	6	5	82	-0.3	-3
O=C(Nc1ccccc1)/C(=C/c1ccc([N+](=O)[O-])cc1)NC(=O)c1ccccc1	99	103	0	12	2	-1	107	-2.3	7
Cc1ccc(Cl)cc1NC(=S)N(C)N	97	98	0	26	-1	3	100	4.0	6
CCc1nn(CC(=O)NCc2ccccc2Cl)c(=O)c2cccn12	108	105	1	-2	-1	6	105	2.1	14
Oc1ccc(Br)cc1/C=N/Nc1nc(N2CCCCC2)nc(N2CCOCC2)n1	109	105	0	11	7	5	103	0.8	-3
CCCCOC(=O)C1=C(C)NC(=O)NC1c1cc2c(cc1Br)OCO2 (centres undefined)	109	105	0	-3	2	4	102	2.6	6
CCN(c1ccccc1)S(=O)(=O)c1ccc(C(=O)NCC2(N(C)C)CCCCC2)cc1	102	109	0	15	0	0	94	x	-1
CC(C)CC1NC(=O)c2cc(Cl)ccc2-n2c1nc1ccc(F)cc1c2=O (centres undefined)	97	105	0	8	x	x	100	x	-5
COc1ccc(CCNC(=O)Nc2ccc3c(c2)OCO3)cc1OC	96	103	3	4	4	4	126	0.9	2
COc1cccc(N=Nc2c(N)[nH][nH]c2=O)c1	103	98	2	5	1	13	88	-20	1
Cc1cccc(-c2c(NC(=O)c3ccco3)oc3c(C)cccc3c2=O)c1	99	103	2	2	4	6	98	0.4	-2
Cn1ccsc1=NC(=O)c1ccc(Cl)c([N+](=O)[O-])c1	98	92	0	2	0	3	94	-0.7	2
OC(COc1ccc(Cl)cc1)CN1C2=NCCCN2c2ccccc21 (centres undefined)	108	96	0	-1	7	2	89	-2.0	12
CCOc1cc(NC(=O)C2CC2)c(OCC)cc1NC(=O)c1cccc(F)c1	105	u	1	9	2	6	u	1.3	1
CCc1ccccc1NC(=O)CSc1nnc([C@@H](N)Cc2ccccc2)o1	100	106	0	2	10	15	98	x	-1
O=C(NC1CCCC1)C1CC1c1ccccc1 (centres undefined)	99	100	0	-2	7	12	95	0.4	2
COc1ccc(-n2c(-c3ccccc3)c[n+]3c2CCC3)cc1	92	103	0	-3	2	2	100	-0.6	2
CNc1ccc(/C=C(\CCC(=O)O)c2nc3ccccc3s2)cc1[N+](=O)[O-]	110	99	3	6	18	13	102	-2.4	3

(listing goes on)
Structure	CR mimetic SO	AGP1 TOR yeast	GRK2 inh	VLA-4 inh	BCLXL inh	MCL1 BIM primary	CIT2 TOR yeast	MEX-5 binding	GLD-1 RNA inh
Cc1cccc(NC(=S)NCC(c2ccccc2)N(C)C)c1 (centres undefined)	88	93	1	-10	5	2	89	-0.4	2
CC(C)(C)c1csc(NC(=O)C2=COCCO2)n1	101	99	1	2	0	1	91	-1.3	1
CC(C)[C@H](NC(=O)C1CCN(S(=O)(=O)c2ccc(F)cc2)CC1)C(=O)NCc1ccco1	101	104	0	8	5	3	101	-0.8	-1
CCOC(=O)C1CCN(Cc2ccc3ccccc3c2)CC1	97	95	2	5	x	x	98	-1.9	x
COc1ccc(C(=O)NC(C)CCc2ccccc2)c(OC)c1 (centres undefined)	92	92	0	-7	1	2	87	1.2	6
COc1ccc(C(O)C(CN2CCOCC2)c2ccccc2)cc1 (centres undefined)	106	102	0	0	1	-1	97	2.2	2
Cc1cccc(CSCCNC(=O)CSCc2ccc([N+](=O)[O-])cc2)c1	103	98	1	7	7	-2	96	1.1	6
C=CCN(Cc1cccc(OC)c1OC)C(=O)Oc1ccccc1	74	89	3	9	2	-1	80	x	5
COC(=O)c1cc(-c2ccc(Cl)cc2)n[nH]1	111	87	0	-2	10	13	94	0.9	3
CCCCn1c(NS(=O)(=O)c2ccc(C)cc2)c(S(=O)(=O)c2ccccc2)c2nc3ccccc3nc21	111	u	0	14	3	4	u	0.5	-4
NS(=O)(=O)c1cccc(NC(=O)CSc2nc3ccccc3c(=O)n2Cc2ccco2)c1	108	95	2	-7	x	x	94	x	1
CCc1ccccc1NC(=O)c1ccc2c(c1)CCN2S(C)(=O)=O	94	96	x	-1	5	5	101	1.8	-4
CCN1CCCC1CNC(=O)c1ccc2c(c1)N(Cc1ccccc1F)C(=O)c1ccccc1S2(=O)=O (centres undefined)	96	103	0	-7	1	-6	109	-0.6	0
COc1ccc(NC(=O)CN(C)C(=O)c2ccc(NS(=O)(=O)c3ccc(F)cc3)cc2)cc1	100	105	1	0	6	9	92	-1.1	2
Cc1ccc(SCC(=O)Nc2ccc(N3CCOCC3)cc2)cc1	119	99	0	12	7	7	99	-1.2	3

Source: PubChem BioAssay
